Compound activity as filed in PubChem.
OPRM1-OPRD1 inv: inverse agonists of human mu-delta opioid receptor heterodimerization; P35372+P41143; cell-based MOR-DOR heterodimer luminescence, inverse agonism; inhibition, % at 9.3 µM; actives 0.21% (n = 340,000); in the data active = inhibition above about 22%, passing the limit was not always enough;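 also: 0% = cells with DMSO and 100% = wells without cells with DMSO; values of inactives mirror those of a sister screen read the other way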
Target sequence (P35372 whole entry, looked up): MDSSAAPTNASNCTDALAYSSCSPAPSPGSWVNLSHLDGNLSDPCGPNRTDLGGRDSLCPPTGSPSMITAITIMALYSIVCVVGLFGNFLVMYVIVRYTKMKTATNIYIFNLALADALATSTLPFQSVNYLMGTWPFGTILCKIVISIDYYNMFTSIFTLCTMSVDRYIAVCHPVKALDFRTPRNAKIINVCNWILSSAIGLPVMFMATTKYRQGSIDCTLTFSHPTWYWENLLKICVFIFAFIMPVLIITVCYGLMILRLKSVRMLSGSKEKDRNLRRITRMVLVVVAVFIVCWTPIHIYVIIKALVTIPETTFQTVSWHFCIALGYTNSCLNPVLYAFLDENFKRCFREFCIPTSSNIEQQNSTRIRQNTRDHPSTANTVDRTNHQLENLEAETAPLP
Target sequence (P41143 whole entry, looked up): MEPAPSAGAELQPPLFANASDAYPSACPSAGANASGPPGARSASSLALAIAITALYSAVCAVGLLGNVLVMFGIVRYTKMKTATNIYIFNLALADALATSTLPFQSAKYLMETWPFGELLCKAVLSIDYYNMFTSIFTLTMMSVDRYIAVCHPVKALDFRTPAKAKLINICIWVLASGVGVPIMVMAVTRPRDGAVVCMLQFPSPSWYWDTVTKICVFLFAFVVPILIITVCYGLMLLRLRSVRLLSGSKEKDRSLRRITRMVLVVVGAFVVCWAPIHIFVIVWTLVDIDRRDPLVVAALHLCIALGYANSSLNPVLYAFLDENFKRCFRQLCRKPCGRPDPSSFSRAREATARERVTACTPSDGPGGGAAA
MOR-DOR ag: OPRM1-OPRD1 heterodimerization agonism | P35372+P41143 | cells, luminescence | activation, % at 9.3 µM | actives 0.3% (n = 340,000) | AID 504326; in the data active = activation above about 18%;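 also: 0% = vehicle-treated cells and 100% = reference agonist; values of inactives mirror those of a sister screen read the other way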
Arr AP2 block: inhibitors of human beta-arrestin and AP2 interaction; actives 0.31% (n = 340,000); AID 504490; FITC-arrestin peptide / GST-AP2 beads, flow cytometry; AP2 beta2 appendage carries R879A mutation; inhibition, % at 10 µM;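 active = inhibition above a set limit, near 3 SD of compounds lacking own fluorescence, cut at about 54% in these data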;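 also: plate controls were DMSO wells for no effect and 5 µM unlabelled arrestin peptide for full effect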
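System: GST-tagged AP2 beta2-adaptin appendage (R879A) on 4 µm glutathione beads / Reagent: FITC-arrestin peptide, 50 nM / Detection: HyperCyt-sampled flow cytometry, FL1 channel, ex 488/em 535 nm / Timing: 12 min plus 1 h, RT / Buffer or medium: PBS plus Tween 20 (0.05%) and BSA (0.1%)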
PKA-R1A activ: activates the PKA-R1A holoenzyme complex; PKA-R1A dissociation, Cy5-IP20 fluorescence polarization; scaled: DMSO 0%, 113 µM cGMP 100%; AID 504707; activation, % at 11.4 µM; P00514+P68181; actives 0.083% (n = 340,000);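 active = percent activation above the mean of all tested compounds plus 3 SD, cut at about 19% in these data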;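 also: higher means more PKAc released from R1A so a rise in polarization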
SUMO Mot1 rescue: blocks SUMOylation pathway, rescuing yeast Mot1-301 growth. actives 1% (n = 320,000). growth rescue, % at 18.8 µM. S. cerevisiae Mot1-301 growth rescue, ATP luminescence, 38.5C; percent above DMSO median, 100 means doubled;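 active = every valid replicate shows activation above 250% relative to neutral control wells; inactive = the rest, any valid replicate at or below 250%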;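 also: OY570 slx delta 5 strain wells were the positive control but not used for scaling; some compounds called inactive have numbers as strong as hits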
Pemphigus Ab inh: human desmoglein-3 autoantibody binding inhibition; DSG3-coupled beads, scFv-anti-DSG3-GFP binding, flow cytometry; stronger effect = lower value; AID 588358; P32926; binding (percent of control), % at 10 µM; actives 0.48% (n = 310,000);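 active = binding more than 3 SD below its plate's average and above zero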;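 also: hits lower antibody fragment binding to DSG3; some compounds called inactive have numbers as strong as hits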
phage Ecoli inh: E. coli growth loss with phage present; growth absorbance; inhibition, % at 11.9 µM; actives 0.26% (n = 360,000); in the data active = inhibition above about 11%
AddAB inh: less growth of phage-infected E. coli with AddAB. E. coli expressing H. pylori AddAB, absorbance growth. inhibition, % at 11.9 µM. actives 0.29% (n = 330,000). AID 435030; in the data active = inhibition above about 12%;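 also: 0% = vehicle wells of infected cells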
PfHsp90 yeast 2: growth inhibition of yeast expressing Plasmodium Hsp90; S. cerevisiae expressing PfHsp90, BacTiter-Glo ATP, 48 h; yeast lacking PDR1 and PDR3 efflux regulators; inhibition, % at 9.4 µM; actives 0.32% (n = 310,000); AID 504621;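 active = every replicate shows inhibition above about 80%, whatever the replicate mean, limit read from the data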;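 also: 0% = DMSO neutral controls and 100% = 20 µM radicicol positive controls; yeast relying on Plasmodium falciparum Hsp90 in place of its own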
Tat transport: E. coli Tat transport inhibition. E. coli MC4100 TorA-mCherry Tat export, fluorescence. inhibition, % at 10 µM. actives 0.036% (n = 340,000). AID 488895;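 active = mean replicate inhibition at least 50% and at least half of replicates individually reaching 50%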;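 also: exported cargo escapes ClpAP degradation while cytoplasmic cargo is degraded and loses fluorescence; 0% = median of neutral control wells and 100% = median of NaSCN control wells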
E coli growth: reduces bacterial viability in AddAB counter-screen; actives 0.27% (n = 330,000); E. coli V3065 growth, OD600 absorbance, 18 h; inhibition, % at 11.9 µM; AID 449728;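 active = inhibition above the campaign's mean inhibition across all tested compounds plus 3 SD, cut at about 9.9% in these data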;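 also: uninfected addAB+ strain grown without phage in ampicillin broth; 0% = DMSO wells and 100% = ciprofloxacin 0.95 µg/ml wells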
Starred values were filed as active, the others as inactive; x = no result given.

SMILES | OPRM1-OPRD1 inv | MOR-DOR ag | Arr AP2 block | PKA-R1A activ | SUMO Mot1 rescue | Pemphigus Ab inh | phage Ecoli inh | AddAB inh | PfHsp90 yeast 2 | Tat transport | E coli growth
C/C(=N\NC(N)=S)c1ccc(-n2ccnc2)cc1 | 2 | -0.4 | 1 | -5 | 86 | 99 | 7.1 | 0.2 | -17 | -1 | 2.3
O=C(Cn1cnc2c(OCc3ccccc3)ncnc21)NCc1nc2ccccc2[nH]1 | x | x | 29 | 5 | -14 | 101 | 1.7 | 1.7 | 14 | -13 | 0.5
COc1cc(/C=N/S(=O)(=O)CCc2ccccc2)cc(OC)c1O | 15 | -3.0 | 4 | 4 | 6 | 89 | 0.9 | 0.8 | 5 | -7 | 3.8
CC(C)(C)C(=O)CN1CCN(C2c3ccccc3-c3ccccc32)CC1 | -31 | 5.4 | 5 | 1 | 10 | 130 | 3.1 | 2.1 | x | -2 | -0.3
O=C(Cc1ccccc1)NCC(=O)N/N=C/c1ccc(C(=O)O)cc1 | 0 | -0.1 | 28 | 5 | 215 | 105 | 0.8 | 5.2 | -29 | -8 | 0.3
COC(=O)c1cccc(COC(=O)c2ccc(CS(=O)(=O)c3ccc(C)cc3)cc2)c1 | -1 | 0.1 | 14 | 4 | 3 | 96 | 2.7 | 1.4 | -17 | 5 | 0.5
CC1(C)CC(=O)C2=C(C1)N(c1ccccc1)C(=O)C2(O)C(F)(F)F (stereo unspecified) | 8 | -1.5 | 2 | 6 | -20 | 117 | 2.3 | 1.2 | 4 | 4 | -0.1
Cc1oc2cc(O)ccc2c(=O)c1Oc1ccccc1 | 13 | -3.0 | -9 | -9 | 9 | 103 | 1.7 | 1.1 | 16 | -6 | -0.9
CCOC(=O)N1CCN(C(=O)COC(=O)C2CCN(S(=O)(=O)c3ccc(C)c(C)c3)CC2)CC1 | -2 | 0.4 | 21 | -3 | -2 | 104 | 2.2 | -0.3 | 13 | -17 | 0.3
O=C(NCC(c1cccnc1)N1CCN(c2ccccc2)CC1)c1ccco1 (stereo unspecified) | -2 | 0.4 | -7 | -8 | 9 | 97 | 0.5 | 0.1 | -14 | 6 | -1.9
Cn1cccc1CC(=O)NNC(=S)Nc1ccc(Cl)cc1Cl | -15 | 2.0 | 2 | -11 | 303 | 106 | 2.9 | 2.3 | -9 | 0 | -0.5
CC(C)(C)NC(=O)COC(=O)c1ccccc1NC(=O)c1ccco1 | 2 | -0.3 | 7 | -7 | -5 | 110 | 2.0 | 5.0 | 3 | -10 | 0.6
CCCCn1c(N)c(N(CC(C)C)C(=O)CCCn2c(=O)oc3ccccc32)c(=O)[nH]c1=O | -6 | 0.9 | 41 | -1 | 19 | 107 | 0.2 | 2.8 | -4 | -2 | -3.4
O=C(Nc1c2c(nn1-c1cccc(Cl)c1)CS(=O)(=O)C2)c1ccco1 | 6 | -1.2 | -5 | 7 | 8 | x | -0.2 | 3.0 | -10 | -9 | 1.3
Cc1c(C(=O)OCC(=O)N2CCCC(C)C2)oc2ccccc12 (stereo unspecified) | 15 | -2.8 | 29 | 4 | -5 | 97 | 1.2 | 0.5 | x | 3 | 1.2
Cc1ccc(NC(=O)COc2ccc(Br)cc2CO)cc1 | -2 | 0.4 | 0 | -3 | -4 | 97 | 4.3 | 3.5 | x | 1 | 3.4
CCOC(=O)NN1C(=O)c2ccccc2NC1c1ccccc1 (stereo unspecified) | 13 | -2.4 | 30 | -2 | -5 | 96 | 0.4 | 1.6 | 8 | -4 | -0.5
CC(=O)N1CCN(CC(c2ccccc2)c2ccccc2)CC1 | 20 | -4.0 | -1 | -13 | 594 | 90 | 6.2 | 3.5 | 4 | -7 | 0.7
COCCNS(=O)(=O)c1cc(OC)c(C)cc1C | 20 | -4.1 | 2 | -8 | -9 | 104 | 1.8 | -0.2 | -11 | -6 | -2.9
Cc1ccc(NC(=O)CN(C)C(=S)NC2CC2)cc1 | 16 | -3.4 | -2 | -1 | -5 | x | 2.6 | 0.7 | 6 | 3 | -0.8
Cc1cnc(C(=O)OCC(=O)Nc2ccc(Br)cc2F)cn1 | 12 | -3.1 | -1 | 0 | -6 | x | 5.3 | 0.6 | 4 | -4 | -0.2
CCOC(=O)C1(CC2CCCCO2)CCN(C(=O)Nc2ccc3c(c2)OCO3)CC1 (stereo unspecified) | -2 | 0.4 | 34 | -3 | -12 | 99 | 3.5 | 6.0 | -37 | -8 | -1.6
COc1cccc(CN(C)S(=O)(=O)c2c(C)noc2C)c1OC | 0 | -0.1 | 25 | -4 | x | 98 | 4.1 | x | x | 1 | x
NC(=O)C1CCN(C(=O)c2ccc(OCC(=O)Nc3cccc(C(F)(F)F)c3)cc2)CC1 | 11 | -2.0 | -4 | -4 | 53 | 94 | -1.0 | -1.9 | x | 6 | -0.4
O=C(Cn1c(=O)oc2ccccc21)N1CCN(S(=O)(=O)c2ccccc2)CC1 | -5 | 1.1 | 20 | -5 | 10 | 106 | 3.8 | -0.8 | 41 | -4 | 1.1
COc1ccc(C(=O)NCCc2nnc(SCC(=O)Nc3ccccc3C(C)C)n2C)cc1 | 1 | -0.2 | -5 | 4 | -26 | 99 | 4.2 | 0.7 | 6 | -3 | -1.7
CN(C)c1ncnc2c1ncn2C1CCCCO1 (stereo unspecified) | 19 | -3.7 | 24 | -2 | x | 116 | -1.1 | x | -9 | 10 | x
CN1CCN(c2ccc(-c3cccc(NC(=O)COc4ccc(Cl)cc4Cl)c3)nn2)CC1 | -5 | 0.9 | -3 | 3 | -15 | 99 | 2.4 | -1.2 | x | 3 | 0.2
CN(CC(=O)Nc1ccccc1Br)C(=O)c1cc2c(s1)CCCCC2 | -13 | 2.7 | 2 | -9 | 7 | 98 | 5.1 | -1.0 | -2 | 4 | 0.7
CN(C)CCCN(Cc1cc2cc3c(cc2[nH]c1=O)OCO3)C(=S)Nc1ccccc1 | -1 | 0.2 | 39 | -4 | -5 | 102 | 3.5 | 0.7 | -41 | -9 | -1.5
CC(C)OC(=O)CSc1nnc(CNc2ccc(Cl)cc2)n1Cc1ccccc1 | -11 | 1.8 | 7 | -2 | -3 | x | -1.4 | -1.1 | -7 | 8 | -1.7
Cc1cc(NC(=O)COC(=O)C2CCN(C(=O)c3ccc(Cl)cc3)CC2)no1 | -1 | 0.1 | -4 | 1 | 15 | 105 | 3.4 | 1.2 | -31 | 1 | -1.5
Cc1cc(NC(=O)c2ccc(S(=O)(=O)Nc3ccccc3)cc2)no1 | -10 | 1.7 | 3 | -6 | x | x | 0.4 | 4.0 | x | -8 | 0.4
O=C(O)CCCNS(=O)(=O)c1ccc(NCc2ccccc2)c(C(=O)O)c1 | 15 | -2.7 | -3 | 0 | 216 | 105 | 1.5 | 0.2 | 12 | 9 | 1.9
CCCCN(C(=O)c1cc(CC)c(C)s1)c1c(N)n(CCC)c(=O)[nH]c1=O | 7 | -1.1 | -12 | 4 | -4 | 109 | 1.8 | 4.2 | x | -1 | 0.7
O=C(O)C(Cc1cc2ccccc2[nH]1)N1C(=O)C2CC=C(Cl)CC2C1=O (stereo unspecified) | 8 | -1.9 | 11 | -7 | 0 | 100 | 2.5 | 3.1 | 35 | 2 | -2.0
Cn1c(-c2ccsc2)c(-c2cccs2)c2cc(-c3ccc4[nH]ccc4c3)ccc21 | 2 | -0.4 | -1 | -1 | -1 | x | -2.5 | -0.8 | -17 | 2 | 1.3
O=C(Nc1ccc2nc(-c3cccs3)[nH]c2c1)c1cccs1 | 6 | -1.1 | -8 | 3 | 7 | 109 | 1.7 | 3.2 | -4 | 0 | -1.9
CC1=[N+]([O-])C(C)(C)CC(C)(C)c2ccccc21 | -1 | 0.2 | 7 | 3 | 38 | 100 | 1.9 | -1.0 | -4 | -7 | -0.9
CC(Oc1ccc(Cl)cc1)C(=O)NCC1CCCO1 (stereo unspecified) | 0 | 0.0 | 20 | 1 | 1 | x | 0.2 | 0.6 | -3 | -2 | 0.2
CCCCn1c(N)c(N(CC)C(=O)c2ccc3c(c2)S(=O)(=O)c2ccccc2C3=O)c(=O)[nH]c1=O | 9 | -1.6 | -9 | -1 | 75 | x | 2.0 | 3.1 | x | 2 | 2.0
O=C(CSc1ncnc2c1cnn2-c1cccc(Cl)c1)NCC1CCCO1 (stereo unspecified) | 10 | -1.8 | 25 | -1 | 10 | 101 | -0.9 | -0.7 | -6 | 2 | -1.5
COc1cccc(Cn2cc(N)cn2)c1 | -16 | 3.0 | 28 | -10 | 0 | 99 | 4.4 | 1.0 | -15 | -4 | -0.8
c1ccc(-c2ccccc2OCc2nnc3n2CCC3)cc1 | 13 | -2.3 | 12 | 1 | -9 | 103 | 2.0 | -1.7 | -1 | -6 | -1.7
OCC1(Cc2ccccc2)CCCN(Cc2c[nH]c3ccccc23)C1 (stereo unspecified) | 8 | -1.7 | -36 | 6 | -14 | 102 | 4.7 | -0.5 | 9 | -5 | -0.8
Cc1cccc(C(=O)Nc2ccc(N3CCN(c4ccc(C(F)(F)F)cn4)CC3)nc2)c1 | 16 | -3.0 | 7 | -10 | -7 | 115 | 2.3 | 0.9 | 2 | -10 | -0.9
CC1CC[C@@]2(OC1)O[C@H]1CC3[C@@H]4C[C@@H](O)[C@@]5(O)C[C@@H](O)[C@H](O)C[C@]5(C)[C@H]4CC[C@]3(C)[C@H]1[C@@H]2C (stereo partly specified) | 18 | -3.5 | 14 | -1 | 5 | 99 | 1.0 | -0.1 | -3 | -6 | 0.7
CC(C)c1[nH]nc2c1C(c1ccco1)C(C#N)=C(N)O2 (stereo unspecified) | 12 | -2.5 | 14 | -12 | -14 | 102 | 3.0 | -0.1 | 9 | 2 | 0.5
O=C(c1ccc(Cn2c(=S)[nH]c3ccc(N4CCOCC4)cc3c2=O)cc1)N1CCN(c2ccc(F)cc2)CC1 | 7 | -1.3 | 49 | 10 | -9 | 101 | 2.1 | 1.1 | -9 | 3 | 0.2
CCCC(C)NC(=S)Nc1cc(C)cc(C)c1 (stereo unspecified) | 11 | -2.2 | 12 | -14 | -10 | 114 | 0.5 | 1.4 | x | -5 | 1.8
COc1ccc(N(CC(=O)N2CCN(Cc3ccccc3)CC2)S(C)(=O)=O)c(OC)c1 | 11 | -2.2 | -20 | 5 | 29 | 103 | -3.9 | 4.3 | 13 | -5 | 2.6
CSCC[C@H](NC(=O)c1cc([N+](=O)[O-])ccc1Cl)c1nc2ccccc2[nH]1 | -12 | 1.7 | -2 | -4 | 1 | 98 | -1.4 | 2.1 | 10 | -4 | -0.8
